NSD2 HMT inh: blocks human histone methyltransferase NSD2. O96028. NSD2 peptide methylation, AlphaScreen, 120 min. inhibition, % at 12.5 µM. actives 0.54% (n = 310,000); in the data active = inhibition above about 50%
dFosB act: mouse delta FosB homodimer activation | P13346 | purified delta FosB, TAMRA-CDK5 oligo fluorescence polarization; percent of positive-control signal above neutral wells | activation, % at 25 µM | actives 0.99% (n = 340,000) | AID 493131;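 active = mean activation above about 17%, with every replicate also reaching it, limit read from the data, passing the limit was not always enough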;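 also: fluorescence polarization rise as delta FosB binds a TAMRA Cdk5 AP-1 oligo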
Target sequence (P13346 whole entry, looked up): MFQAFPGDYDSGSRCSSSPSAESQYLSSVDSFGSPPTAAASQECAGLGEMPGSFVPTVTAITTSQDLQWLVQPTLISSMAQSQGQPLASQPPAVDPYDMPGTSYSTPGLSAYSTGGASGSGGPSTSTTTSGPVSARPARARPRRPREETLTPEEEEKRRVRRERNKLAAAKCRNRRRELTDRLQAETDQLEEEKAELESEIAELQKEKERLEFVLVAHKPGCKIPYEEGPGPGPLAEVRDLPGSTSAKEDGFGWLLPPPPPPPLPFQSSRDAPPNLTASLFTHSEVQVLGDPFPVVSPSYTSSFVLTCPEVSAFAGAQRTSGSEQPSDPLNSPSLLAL
SR-BI DiI inh: inhibitors of mouse SR-BI mediated HDL lipid uptake. Q61009. ldlA[mSR-BI] CHO cells, DiI-HDL uptake fluorescence, 3 h. inhibition, % at 12.5 µM. actives 0.96% (n = 320,000);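 active = mean replicate inhibition of at least 70% and a set share of replicates each scoring 70 or more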;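 also: 0% = median of neutral control wells and 100% = median of positive control wells; values of inactives mirror those of a sister screen read the other way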
HTR5A ag: HTR5A agonism, opioid heterodimer counter-screen; P47898; HTR5A agonist assay, luminescence, cell-based; activation, % at 9.3 µM; actives 0.61% (n = 340,000); AID 504692; in the data active = activation mostly above about 9.5%, no sharp cut-off; inactive = mostly below about 7.6%;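 also: 0% = cells with vehicle only and 100% = reference agonist; strong numbers were not always called active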
MITF TRPM1 HTS: activators of MITF-driven TRPM1 promoter activity in SK-MEL-5 cells; SK-MEL-5 TRPM1-promoter luciferase, 24 h; % of positive control, neutral wells = 0; activation, % at 12.5 µM; actives 0.75% (n = 300,000); AID 588334;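 active = mean activation of at least 80% with every replicate also reaching 80%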;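 also: 0% = neutral control wells and 100% = parthenolide positive control wells; values of inactives mirror those of a sister screen read the other way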
PvdQ inh: P. aeruginosa PvdQ acylase inhibition; purified PvdQ acylase, fluorescence plate reader; inhibition, % at 10 µM; actives 0.063% (n = 340,000); in the data active = inhibition above about 30%, passing the limit was not always enough;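 also: 0% = vehicle neutral wells and 100% = reference inhibitor wells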
V-ATPase pHluor: alters yeast V-ATPase proton transport. S. cerevisiae, pHLuorin cytosolic pH fluorescence. response, % at 10 µM. actives 0.37% (n = 350,000); in the data active = response mostly above about 7.3%, no sharp cut-off; inactive = mostly below about 5.4%; also: actives read high; inactives centre near 0; some compounds called inactive have numbers as strong as hits; reference of the scale not given here
Wnt act: activates Wnt/beta-catenin signaling in a reporter cell assay. activator, plate reader. activation, % at 9.35 µM. actives 1.2% (n = 300,000); in the data active = activation above about 30%, passing the limit was not always enough;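 also: 0% = neutral control wells and 100% = positive control wells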
CDK5 p35 inh: inhibitors of human CDK5/p35 kinase | Q00535+Q15078 | Recombinant CDK5/p35, ADP-Glo luminescence, 60 min | inhibition, % at 10 µM | actives 0.01% (n = 330,000);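 active = highest replicate inhibition of at least 50% and at least 75% of replicates reaching 50%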;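 also: plate controls were DMSO neutral control for no effect and GW8510 at 10 µM for full effect; many of its hits are not listed in these tables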
Target sequence (Q00535 whole entry, looked up): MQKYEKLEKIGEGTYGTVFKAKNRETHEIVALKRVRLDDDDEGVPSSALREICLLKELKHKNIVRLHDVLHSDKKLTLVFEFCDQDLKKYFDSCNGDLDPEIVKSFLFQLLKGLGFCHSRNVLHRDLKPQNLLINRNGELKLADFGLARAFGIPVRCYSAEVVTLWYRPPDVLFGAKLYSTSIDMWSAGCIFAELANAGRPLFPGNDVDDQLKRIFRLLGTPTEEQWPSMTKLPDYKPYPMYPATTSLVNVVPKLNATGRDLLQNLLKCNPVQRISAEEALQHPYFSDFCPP
Target sequence (Q15078 whole entry, looked up): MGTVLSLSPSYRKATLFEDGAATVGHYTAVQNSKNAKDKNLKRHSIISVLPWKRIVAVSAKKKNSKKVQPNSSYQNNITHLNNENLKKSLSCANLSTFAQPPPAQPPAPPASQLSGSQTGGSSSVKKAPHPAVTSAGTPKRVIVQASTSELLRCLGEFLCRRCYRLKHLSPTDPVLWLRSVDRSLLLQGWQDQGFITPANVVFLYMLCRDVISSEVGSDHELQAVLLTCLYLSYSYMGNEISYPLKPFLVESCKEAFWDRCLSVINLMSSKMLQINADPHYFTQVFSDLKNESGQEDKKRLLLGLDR
HTR5A inv ctr: counter-screen for OPRM1-OPRD1 inverse agonists: human HTR5A inverse agonism | AID 504634 | inhibition, % at 9.3 µM | P47898 | HTR5A cell line, luminescence | actives 0.083% (n = 340,000); in the data active = inhibition mostly above about 23%, no sharp cut-off; inactive = mostly below about 18%;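 also: 0% = cells with DMSO and 100% = no-cell wells with DMSO; some compounds called inactive have numbers as strong as hits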
The depositor's hits bear a star; · = no result given.

SMILES | NSD2 HMT inh | dFosB act | SR-BI DiI inh | HTR5A ag | MITF TRPM1 HTS | PvdQ inh | V-ATPase pHluor | Wnt act | CDK5 p35 inh | HTR5A inv ctr
O=C(CCNC(=O)c1ccc(Br)cc1)NC1CCCc2ccccc21 (centres undefined) | 0 | -10 | 10 | 4 | -8 | 8 | 0 | -5 | 0.1 | -9
Cc1ccc(/C=C/C(=O)Nc2sc(C)c(C)c2C(=O)OC(C)C)o1 | -3 | -12 | 54 | 5 | -2 | -11 | -2 | -1 | -2.5 | -16
Nc1nonc1-n1nnc(C(=O)N/N=C/c2c[nH]c3ccccc23)c1-c1ccccc1 | -1 | -2 | 45 | 9 | 6 | -5 | 2 | 2 | -0.7 | -29
CCCOC(=O)c1c(NC(=O)CCC(=O)O)sc2c1CCCCC2 | 1 | 1 | -21 | 3 | -6 | 6 | 1 | 0 | -0.8 | -8
O=C(C(=O)N1CCOCC1)c1c[nH]c2ccccc12 | -2 | 1 | 2 | 4 | 0 | 1 | 2 | 1 | -0.4 | -12
COc1cccc(NS(=O)(=O)NC(=O)c2c(C)[nH]c3ccccc23)c1 | -1 | 1 | -5 | 1 | 7 | -3 | 3 | 1 | -1.8 | 17
Cn1cnnc1SC/C(O)=C(\C#N)c1nc2ccccc2[nH]1 | 3 | -1 | -11 | 2 | 6 | -1 | -1 | 2 | 0.4 | -4
Cc1ccc2nc(NC(=O)CCCC(=O)O)sc2c1 | 2 | 5 | -9 | 0 | -78 | 6 | -1 | -4 | -0.2 | -1
O=C(N1CCN(c2ccc(F)cc2)CC1)C12CC3CC(CC(C3)C1)C2 | · | -5 | 17 | 1 | -5 | -4 | 3 | · | 0.7 | -3
CCCCOc1ccccc1C1NC(=O)CCC1[N+](=O)[O-] (centres undefined) | 17 | 3 | -14 | 1 | -1 | 15 | 4 | 0 | 1.5 | -3
Cc1cc2nc(C)n3c4ccccc4nc3n2n1 | 0 | -15 | -20 | -1 | -23 | -13 | 1 | · | 0.8 | -28
CN1CCN(C(=O)C2=C[C@@H](c3ccc4c(c3)OCO4)C[C@@H](OCc3ccc(CO)cc3)O2)CC1 | · | -8 | -12 | -5 | 2 | -20 | 1 | -3 | -2.0 | 4

Two entries from above, set out differently.
Fields: NSD2 HMT inh | dFosB act | SR-BI DiI inh | HTR5A ag | MITF TRPM1 HTS | PvdQ inh | V-ATPase pHluor | Wnt act | CDK5 p35 inh | HTR5A inv ctr
Nc1nonc1-n1nnc(C(=O)N/N=C/c2c[nH]c3ccccc23)c1-c1ccccc1
→ -1 | -2 | 45 | 9 | 6 | -5 | 2 | 2 | -0.7 | -29
CCCOC(=O)c1c(NC(=O)CCC(=O)O)sc2c1CCCCC2
→ 1 | 1 | -21 | 3 | -6 | 6 | 1 | 0 | -0.8 | -8

Other results.
SMILES | NSD2 HMT inh | dFosB act | SR-BI DiI inh | HTR5A ag | MITF TRPM1 HTS | PvdQ inh | V-ATPase pHluor | Wnt act | CDK5 p35 inh | HTR5A inv ctr
COc1ccc(C2(CNS(=O)(=O)c3ccc(C)cc3)CCOCC2)cc1 | -2 | -2 | · | 2 | 1 | -6 | -2 | -3 | 2.3 | -6
COc1ccc(C(=O)NNC(=O)CSc2nc3c([nH]2)c(=O)n(C)c(=O)n3C)cc1 | -6 | -10 | -4 | -6 | -3 | -5 | -1 | -1 | 0.9 | -8
CC[C@@]1(C(=O)OC)N[C@H](CN(C)C(=O)NC(C)C)[C@@H]2C(=O)N(C)C(=O)[C@@H]21 | · | 3 | 2 | 0 | 5 | -8 | -1 | 0 | -3.4 | 0
CCOc1ccccc1/C=N/Nc1nc(C)cc(=O)[nH]1 | 0 | -1 | -1 | 11 | · | 21 | -5 | · | 1.5 | -42
COc1ccc(CN(C)C(=O)c2cccc(S(=O)(=O)N3CCc4ccccc43)c2)c(OC)c1 | 0 | -2 | -10 | 6 | -23 | -11 | -2 | -4 | 2.0 | -16
CC#CCN(Cc1ccco1)C(=O)c1ccc(OC2CCN(Cc3ccccn3)CC2)cc1 | 8 | -12 | -2 | 9.8* | 11 | -10 | 0 | -1 | 0.2 | -30
O=C(O)/C=C/c1cn(-c2ccccc2)nc1-c1cccc([N+](=O)[O-])c1 | -9 | -1 | · | -1 | -16 | -18 | -3 | 2 | -2.5 | 13
CC[N+]1(C)CCC(=C2c3ccccc3CC(=O)c3sccc32)CC1 (centres undefined) | 8 | -5 | -136 | -4 | 3 | -10 | -3 | · | -1.6 | 20
CCN(CC)c1ccc(C(=O)N/N=C/c2ccc(N3CCOCC3)cc2)cc1 | 1 | -13 | 25 | -1 | 12 | -15 | 3 | -7 | -0.6 | 9
CCSc1ccc([C@@H]2[C@H]3C(=O)N(C)C(=O)[C@H]3[C@]3(C(=O)OC)CCCCN23)cc1 | · | 6 | 47 | -2 | 22 | 9 | -3 | 9 | 0.0 | 11
Cc1ccc(NC(=O)CN2C(=O)NC(C)(c3ccc(Cl)cc3)C2=O)cc1 (centres undefined) | 2 | -11 | 10 | -4 | 11 | 0 | 4 | 0 | -2.5 | 10
CC(C)Cc1ccc(S(=O)(=O)N2CCOCC2)cc1 | -1 | 2 | -6 | 1 | 0 | 4 | 2 | · | 0.3 | 11
Cc1cc(=O)[nH]c(SCC(=O)Nc2nnc(SCc3ccccc3)s2)n1 | -4 | -3 | -13 | 8 | -2 | 13 | -2 | 0 | 0.8 | -21
Cc1cccc2c1-c1sc(C(=O)Nc3cccc([N+](=O)[O-])c3C)cc1CO2 | -2 | 3 | 73* | 4 | 3 | 11 | -5 | 0 | 2.0 | -12
Cc1ccc(S(=O)(=O)CCc2nnc(NC(=O)c3cccs3)s2)cc1 | 1 | -1 | -25 | -6 | 3 | -5 | 0 | · | -5.9 | 15
N#CCC(=O)N1CC2(CC(c3cccc(NC(=O)COc4ccc(Cl)cc4)c3)=NO2)C[C@@H]1C(N)=O (some centres undefined) | · | -5 | 23 | -1 | 7 | -9 | 2 | 0 | -0.6 | 4
Cc1ccc(S(=O)(=O)n2nc(OC(=O)c3c(F)cccc3Cl)cc2N)cc1 | 0 | -9 | -11 | -5 | -2 | -2 | 3 | -3 | 0.4 | 13
Cc1ccc(C2=CC(C)(c3ccc(C)cc3)Nc3nc(C(F)(F)F)nn32)cc1 (centres undefined) | -5 | -1 | 17 | 4 | 19 | -7 | 0 | -6 | -1.4 | -12
COc1ccc(-c2cc(C3CCNCC3)[nH]n2)cc1 | -1 | 0 | -15 | 0 | 10 | -14 | 6 | 1 | 2.3 | 2
COc1ccc2[nH]c(C(=O)NCc3ccccc3)cc2c1 | -1 | 8 | 7 | 3 | · | -12 | 0 | 4 | 2.2 | -6
CCOC(=O)N1CCC(N2Cc3cccc(C(=O)NCc4ccccn4)c3C2=O)CC1 | · | -7 | -9 | 3 | 12 | 4 | 1 | -4 | 0.6 | -4
O=C(Nc1ccccc1Oc1ccccc1)c1cccc([N+](=O)[O-])c1 | 1 | 1 | 11 | -1 | -11 | -7 | 5 | · | 1.3 | 3
COc1ccccc1N1CCN(S(=O)(=O)c2ccc(-c3ccc(=O)[nH]n3)o2)CC1 | 1 | -5 | 0 | 4 | -10 | -5 | 0 | -3 | · | -22
CCN1CCc2nc(NC(=O)c3ccc(S(=O)(=O)N(C)C)cc3)sc2C1 | 26 | -4 | -8 | 0 | 19 | -4 | 3 | 5 | -0.9 | 0
COC(=O)c1ccc(OCC(O)CN2C(=O)c3ccccc3C2=O)cc1 (centres undefined) | 2 | -2 | -2 | -1 | -8 | -14 | 1 | 1 | 1.8 | 3
COc1ccc(C(C)C)cc1S(=O)(=O)n1cnc(C)c1 | 8 | 4 | 1 | 4 | -4 | -15 | 0 | · | 0.1 | -2
O=C(Nc1ccc([N+](=O)[O-])cc1)N1CCc2ccccc2C1 | 5 | -6 | 33 | -2 | 20 | -3 | -5 | 13 | -0.8 | 8
O=C(COC(=O)c1c(Cl)ccc(Cl)c1Cl)NC(=O)NCc1ccccc1 | -4 | -9 | 1 | 2 | -13 | -8 | 1 | -2 | -0.3 | -4
N/C(=C\C(=O)c1cc(Cl)ccc1O)C(Cl)(Cl)Cl | · | 3 | 35 | 2 | -53 | 8 | 0 | -15 | -0.9 | -6
O=C1c2ccccc2CN1C(CO)c1ccccc1 (centres undefined) | 4 | -7 | 2 | -1 | -9 | -2 | 1 | -1 | 0.0 | 3
N#Cc1ccc(CSc2nnc(-c3cccnc3)o2)cc1 | -3 | 5 | 6 | 4 | -5 | -3 | 0 | 0 | -6.5 | -33
COc1ccccc1N1CC(C(=O)Nc2cc(C(F)(F)F)ccc2N2CCCC2)CC1=O (centres undefined) | 22 | -21 | 26 | -2 | -3 | -8 | -3 | -2 | 0.6 | -10
O=c1cc(N/N=C/c2ccccc2)[nH]c(=O)[nH]1 | 1 | -4 | -6 | 1 | -23 | -13 | 2 | -2 | 0.5 | -3
Cc1ccc(SCCC(=O)NCc2ccccn2)cc1 | 12 | -3 | -37 | -1 | -1 | -20 | 8 | -1 | 1.7 | 4
COCCCn1c(C(=O)NCCC2=CCCCC2)cc2c(=O)n3ccccc3nc21 | 2 | 0 | -6 | -2 | 7 | -32 | 1 | -1 | -0.3 | 11
CC(CC(=O)Nc1cc([N+](=O)[O-])ccc1Cl)c1ccccc1 (centres undefined) | 0 | 2 | 41 | 2 | 7 | -5 | -4 | · | -0.5 | 5

SR-BI DiI inh: hit marks shown above.
SMILES | NSD2 HMT inh | dFosB act | SR-BI DiI inh | MITF TRPM1 HTS | PvdQ inh | V-ATPase pHluor | Wnt act | CDK5 p35 inh
Cc1cccc2c1-c1sc(C(=O)Nc3cccc([N+](=O)[O-])c3C)cc1CO2 | -2 | 3 | 73* | 3 | 11 | -5 | 0 | 2.0

Remaining list, next part.
SMILES | NSD2 HMT inh | dFosB act | SR-BI DiI inh | HTR5A ag | MITF TRPM1 HTS | PvdQ inh | V-ATPase pHluor | Wnt act | CDK5 p35 inh | HTR5A inv ctr
O=C(c1cccc(Oc2c(Cl)cccc2[N+](=O)[O-])c1)N1CCOCC1 | 2 | -8 | 10 | -1 | 9 | -19 | 0 | -2 | 2.1 | -6
C=CC[C@@H](Cc1ccc(F)cc1)C(=O)OC[C@H]1CCCN1C(=O)[C@H](CC=C)CC(=O)N[C@H](CO)Cc1ccccc1 | · | -8 | 33 | 4 | -6 | 7 | -3 | -2 | 1.1 | -2
O=C1/C(=C/c2ccc(O)cc2)SC(=S)N1CC1CCCO1 (centres undefined) | · | -17 | · | -7 | 16 | -14 | -3 | -3 | 1.0 | 15
Cc1ccc(N=C2SCCCN2C(=O)c2cccc(N3C(=O)CCC3=O)c2)cc1Cl | 1 | -12 | 32 | -2 | 9 | -6 | -1 | 1 | -0.7 | 5
COc1cc(C2/C(=C(\O)c3ccc4c(c3)CC(C)O4)C(=O)C(=O)N2c2nnc(C)s2)cc(OC)c1OC (centres undefined) | 1 | 0 | 5 | 0 | -12 | -6 | -2 | 0 | -1.8 | 2
N#Cc1c(/N=C/c2cc3ccccc3s2)sc2c1CCC2 | 1 | -13 | -18 | 14 | 63 | 9 | 0 | · | 3.3 | -36
O=C(O)c1cc(-c2ccccc2Cl)n(-c2ccccc2)n1 | 4 | 1 | -6 | 1 | 6 | 19 | 1 | 0 | -1.3 | -5
Nc1ccc2c(c1)nnn2-c1ccccc1 | 0 | -10 | 0 | 2 | 40 | 0 | -4 | 12 | -0.5 | -6
CC1CCN(C(=O)Cn2cnc3c(cnn3C(C)(C)C)c2=O)CC1 | -2 | -10 | -13 | 1 | 61 | -21 | 11* | 30 | -1.6 | -3
Cc1ccc(-c2cc(C(=O)Nc3nccs3)c3ccccc3n2)c(C)c1 | -1 | -2 | -2 | 8 | -1 | -8 | -1 | -3 | 0.5 | 17
O=C(NC(=S)Nc1cccnc1Cl)c1ccc(Cl)cc1 | · | 15 | -18 | -5 | 34 | -3 | 3 | 36* | 0.6 | 14
